Cardio protect: protects H9c2 cardiomyocytes from peroxide injury; protection from H2O2 cell death, % at 20 µM; H2O2 injury protection, ATPLite, 2 h; 0.63% of 360,000 active;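 active = compounds giving at least 50% protection of heart cells from peroxide-induced death in the single-dose screen, raw or plate-pattern-corrected value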;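 also: 0% = DMSO wells with peroxide and 100% = DMSO wells without peroxide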
HIF-2a block: inhibitors of HIF-2a | AID 624352 | inhibition, % at 18.8 µM | 786-0 RCC cells HIF-2a reporter, luciferase luminescence, overnight | 0.72% of 360,000 active;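 active = inhibition of the luminescence signal of 40% or more relative to plate controls, in a single-dose primary screen at 18.75 µM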
NR2E3 ag-1: agonists of human nuclear receptor NR2E3; Q9Y5X4; GST-NR2E3/biotin-RetCOR TR-FRET, 1536-well; inhibition of corepressor binding, % at 4.78 µM; 0.12% of 320,000 active; AID 2300;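 active = percent inhibition above the cutoff of mean plus 3 SD of all tested compounds, set per screening campaign, cut at about 20% in these data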;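 also: 0% = DMSO wells and 100% = biotin wells as full block of FRET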
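Material: NR2E3–RetCOR corepressor complex / Amount: 1.35 nM GST-NR2E3 / Medium: Tris pH 7.5 / Compound: single nominal compound dose of 4.8 µM / Incubation: 5 h at 4 °C / Technique: TR-FRET, Eu(K)-anti-GST donor, streptavidin-D2 acceptor, ex 340, em 617/671 nm / Read-out basis: percent loss of FRET ratio relative to control wells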
Peg3 prom inh: reduces Peg3 promoter-driven luciferase expression in HeLa | 1.7% of 360,000 active | inhibition, % at 20 µM | HeLa PEG-Prom luciferase reporter, luminescence, overnight;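 active = inhibition of at least 50% at 20 µM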
CaV13 FRET inh: Disruptors of the CACNA1D IQ motif to Ca2+-dependent inactivation inhibitor domain association, primary screening, Förster resonance energy transfer in intact living …. inhibition, % at 12.3 µM. HEK cells, CFP/YFP FRET ICDI-IQ, plate reader, 10 min; percent FRET-ratio fall versus neutral wells. 0.098% of 340,000 active;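 active = mean replicate inhibition of at least 30% and at least 1% of replicates passing that level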;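 also: 0% = median of the neutral control wells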
hiPSC survival: hiPSC single-cell survival enhancement; ATPlite luminescence; 100% = ROCK inhibitor wells, 0% = DMSO; survival enhancement, % at 20 µM; 0.044% of 360,000 active; in the data active = survival enhancement above about 18%;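 also: cells exposed to compounds for 16 hours before the ATP read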
m5-HT2A agonist: agonists of mouse serotonin 5-HT2A receptor (HTR2A). CHO-K1 mHTR2A beta-arrestin complementation, luminescence; percent of 30 µM serotonin response. AID 624169. 0.66% of 360,000 active. activation, % at 7.6 µM. P35363;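 active = activation above a run cutoff, the mean activation of all tested compounds plus 3 SD, cut at about 14% in these data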;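 also: 0% = plate median of compound wells and 100% = 30 µM serotonin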
Target sequence (P35363 whole entry, looked up): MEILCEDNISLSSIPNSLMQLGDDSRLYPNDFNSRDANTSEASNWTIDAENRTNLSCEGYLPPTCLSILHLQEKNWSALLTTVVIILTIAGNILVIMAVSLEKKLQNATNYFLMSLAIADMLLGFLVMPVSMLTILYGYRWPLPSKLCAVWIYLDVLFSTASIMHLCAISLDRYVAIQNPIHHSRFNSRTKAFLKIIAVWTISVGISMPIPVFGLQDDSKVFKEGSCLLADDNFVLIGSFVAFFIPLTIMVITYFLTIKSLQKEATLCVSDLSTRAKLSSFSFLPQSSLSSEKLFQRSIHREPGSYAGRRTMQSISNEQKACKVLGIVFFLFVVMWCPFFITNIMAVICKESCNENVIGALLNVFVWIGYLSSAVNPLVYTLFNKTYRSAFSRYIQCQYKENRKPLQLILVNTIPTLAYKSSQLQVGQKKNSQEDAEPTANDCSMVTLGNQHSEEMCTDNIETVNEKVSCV
PDI inh: blocks human protein disulfide isomerase activity | PDI insulin aggregation turbidity, A650, 90 min | P07237 | inhibition, % at 10 µM | 0.052% of 350,000 active;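 active = mean inhibition across replicates of 30% or more, whatever share of single replicates reach that level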;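 also: absorbance from insulin aggregation driven by PDI reduction with DTT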
Target sequence (P07237 whole entry, looked up): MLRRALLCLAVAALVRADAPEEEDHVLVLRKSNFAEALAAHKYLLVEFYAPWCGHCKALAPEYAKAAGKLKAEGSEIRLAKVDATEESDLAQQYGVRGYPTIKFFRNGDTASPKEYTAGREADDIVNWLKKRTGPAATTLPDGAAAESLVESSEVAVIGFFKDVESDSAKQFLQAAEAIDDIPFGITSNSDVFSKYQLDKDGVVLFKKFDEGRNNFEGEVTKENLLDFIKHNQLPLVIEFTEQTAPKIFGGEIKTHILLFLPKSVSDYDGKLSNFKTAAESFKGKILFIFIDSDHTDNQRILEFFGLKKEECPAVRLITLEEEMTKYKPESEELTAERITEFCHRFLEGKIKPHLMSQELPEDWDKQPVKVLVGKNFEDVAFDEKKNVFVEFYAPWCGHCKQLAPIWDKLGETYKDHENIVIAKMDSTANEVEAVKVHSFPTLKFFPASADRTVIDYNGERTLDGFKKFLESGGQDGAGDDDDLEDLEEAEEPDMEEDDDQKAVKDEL
MITF TRPM1 inh: reduces MITF-dependent TRPM1 promoter luciferase signal. SK-MEL-5 TRPM1 promoter luciferase, 24 h. inhibition, % at 12.5 µM. 0.83% of 330,000 active. AID 488899;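 active = mean inhibition across replicates of 60% or more, whatever share of single replicates reaches that level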; also: values of inactives mirror those of a sister screen read the other way
NR2E3 ag-2: human photoreceptor-specific nuclear receptor agonism; Q9Y5X4; CHO-S Gal4-NCOR/VP16-NR2E3 two-hybrid, luciferase; inhibition of corepressor binding, % at 3.98 µM; 0.35% of 360,000 active; AID 602229;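 active = inhibition above the mean of all tested compounds plus 3 SD, cut at about 70% in these data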;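 also: 0% = DMSO with NR2E3 transfected cells and 100% = cells lacking NR2E3 construct; higher means lower luciferase signal from less NR2E3 corepressor binding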
Shn3 inh set2: reduces Shn3 3'UTR luciferase signal in osteoblasts; Clone20 osteoblast Shn3 3'UTR firefly luciferase, 24 h; inhibition, % at 12.5 µM; 0.52% of 360,000 active; AID 588674;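 active = mean inhibition of at least 75% with every replicate also reaching 75%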;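 also: 0% = median of neutral control wells and 100% = pilot-screen positive control compound; some compounds past the cut are filed as inactive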
Active calls of the source: *; . = not tested or not shown.

SMILES	Cardio protect	HIF-2a block	NR2E3 ag-1	Peg3 prom inh	CaV13 FRET inh	hiPSC survival	m5-HT2A agonist	PDI inh	MITF TRPM1 inh	NR2E3 ag-2	Shn3 inh set2
CCOC(=O)C1=C(O)/C(=C/c2cccc(OC)c2O)N=C1C	1	1	-10	-1	5	-1.9	-3	-6	15	-68	-4
CCOc1ccc(/C=N/n2nnnc2N)cc1O	-2	24	3	-21	-5	0.2	1	-1	-2	-14	4
CN1CCN(C(=O)CCN2C(=O)c3ccccc3S2(=O)=O)CC1	-1	13	-1	1	-13	0.2	-2	-21	-11	13	4
CC(C)CN(Cc1cc(=O)oc2cc(-c3ccccc3)c(O)cc12)CC(C)C	-24	9	-5	27	-7	-0.2	16*	2	3	11	14
CCOC(=O)c1cc2c(=O)n3ccccc3nc2n(CCCOC)c1=NC(=O)C(C)(C)C	16	6	1	-2	.	-0.8	6	7	-4	0	-1
COc1ccc(-c2nc3ccccc3c(=O)n2NC(=O)Cc2ccccc2)cc1	5	14	-5	2	-3	-1.6	2	-6	3	7	7
O=c1oc2ccccc2c2c1C(O)CO2 (configuration not stated)	6	17	-2	13	-4	0.0	7	-3	12	-24	-23
COc1ccc(CN2CC(C(=O)NCCCN3CCN(C)CC3)CC2=O)cc1 (configuration not stated)	15	0	5	7	.	3.2	1	0	3	-1	-7
COc1ccc(NC(=O)NNc2cc(N3CCOCC3)nc(N3CCOCC3)n2)cc1	1	21	3	8	-5	1.1	1	4	6	10	7
CCCn1c(=N)n(CC(=O)c2cccs2)c2ccccc21	-2	16	1	2	-10	-1.3	-5	-2	4	-11	-22
CCC(NC(=O)c1cc(COc2ccc(Cl)cc2OC)on1)c1ccncc1 (configuration not stated)	-6	-205	-3	-276	-6	0.0	-9	1	-72	-92	-85
CCCCSc1cc(C)nc(N)n1	-4	-59	3	-48	5	-0.7	1	9	-23	-26	-27
CCOC(=O)C1CCN(c2ncnc3c2[nH]c2cccc(OC)c23)CC1	2	11	-1	28	-5	-1.0	-3	2	0	15	14
Cc1ccccc1OCC(=O)OCC(=O)NC1CCCC(C)C1C (configuration not stated)	-7	12	.	-1	-5	2.4	4	-6	.	17	3
COc1ccc(C(=O)Nc2nc(N)n(-c3ccccc3)n2)cc1	-3	-12	-4	-20	-3	0.4	0	10	2	-30	11
O=C(Cc1ccccn1)c1ccccc1	4	-39	5	-38	-5	-1.7	2	-13	-42	-21	-38
O=C(Nc1ccc(Br)cc1)c1cccc2c1C(=O)N(C1CCCCC1)C2	-6	-31	-6	-6	-2	0.9	2	-1	-5	-14	13
CCOC(=O)CCc1c(C)c2ccc(OCC(=O)OC(C)C)cc2oc1=O	-17	8	0	4	-8	2.1	-4	-7	0	-9	-4
CC(OC(=O)c1ccccc1OCc1ccc(Cl)cc1)C(N)=O (configuration not stated)	-10	12	1	18	-2	-1.5	-4	-5	3	-8	-3
COc1ccc(-c2nc3ccccc3c(=O)n2CCOc2c(C)cccc2C)cc1	-11	5	1	-53	-4	-2.6	-1	-5	-3	-20	-17
COc1ccc2[nH]cc(CCNS(=O)(=O)c3ccc(F)cc3)c2c1	-4	10	0	11	-6	-0.5	-2	-2	9	2	26
Cc1cc([N+](=O)[O-])ccc1NC(=S)NC(=O)Cc1ccccc1	-18	-40	3	-9	-1	-0.3	3	1	2	-22	13
O=C(Nc1cccc(Cl)c1)c1ccc(F)c(S(=O)(=O)N2CCN(c3ccccn3)CC2)c1	-7	-3	2	-67	-8	-1.4	-1	11	-1	-9	33
Cc1cc(C)cc(NC(=S)Nc2ccc3cn[nH]c3c2)c1	-1	-10	0	9	-1	-0.7	1	3	-5	-26	0
COc1ccc(OC)c(/C=C2\Oc3cc(OCC(=O)N4CCC[C@H]4C(=O)O)ccc3C2=O)c1	8	2	-4	3	.	-0.8	0	.	.	6	5
COc1ccc(OC)c(C2C(C(=O)c3cccs3)=C(O)C(=O)N2CCN2CCOCC2)c1 (configuration not stated)	-4	-2	.	4	-2	-0.4	3	9	-6	-8	-3
c1cc2c3c(cccc3c1)NC(c1ccc3c(c1)OCO3)N2	-4	7	-4	-33	-20	-0.2	-1	1	-10	-17	-4
COc1ccc(NS(=O)(=O)c2cc(OCC(N)=O)c(C)cc2Cl)cc1	-11	7	4	13	-14	1.3	-2	-3	-2	-10	17
Cn1c(=O)c2c3c(sc2n2cnnc12)CCC3	25	14	0	-18	.	-3.5	2	4	-5	-7	-9
CC(=O)c1ccc(Oc2cc(C)nc(-n3nc(C)cc3C)n2)cc1	8	-1	1	8	-1	0.1	-3	4	17	-15	5
CC(C)CC(NC(=O)C1CCC(C)CC1)C(=O)NCc1ccccn1 (configuration not stated)	-2	9	3	-3	-4	0.4	-4	1	4	-18	5
CC(C)(C)OC(=O)Nc1ccc([C@@H](NC(=O)OC(C)(C)C)C(=O)OC(C)(C)C)cc1	0	15	7	-7	-11	-2.0	6	-6	9	-2	-1
O=C1C(N2CCOCC2)=C(n2nnc3ccccc32)C(=O)c2ccccc21	-21	27	1	98*	-3	-6.8	-1	11	98*	22	24
O=C(Nc1nccs1)c1ccc(-c2ccc(Cl)cc2)o1	-16	-357	2	-316	-2	-0.7	1	1	-123	-122	-66
Cn1c(SCC(=O)Nc2sccc2C#N)nnc1-c1ccccc1	-4	10	-1	5	-4	6.1	-1	-2	-16	-13	-17
CCc1ccc(NC(=S)N(CCCN2CCOCC2)Cc2ccco2)cc1	-2	2	-2	6	-6	-0.5	-1	3	7	66	17
CCC(C)Sc1cc(C)c(C#N)c2nc3ccccc3n12 (configuration not stated)	-3	15	0	13	-6	2.1	3	-2	6	1	5
O=C(CSc1nnc(-c2ccccc2)c(-c2ccccc2)n1)N1CCOCC1	4	14	5	-3	-6	1.5	0	3	11	-6	10
COc1ccc(OCC(=O)Nc2ccc(NC(=O)c3cccs3)c(OC)c2)cc1	8	8	2	-8	-1	0.3	1	2	10	-7	22
CCOc1ccc(N(CC(=O)NCCSc2ccccn2)S(C)(=O)=O)cc1	-3	4	-1	0	.	3.2	2	8	-4	-4	13
CCN1CCc2c(sc(N)c2C(N)=O)C1	-4	13	2	1	.	1.5	-3	2	1	14	-2
COc1ccccc1NC(=O)Cn1c(O)c(N=NC(=O)c2ccccc2O)c2ccccc21	0	-12	-2	6	-19	-0.7	1	3	-7	4	5
CC1CC(=O)N(CC(=O)Nc2ccc(F)cc2F)c2ccccc2S1(=O)=O (configuration not stated)	4	13	2	2	-4	0.1	-3	3	-12	-24	-26
COc1cccc(-n2c(SCC(=O)NC3CCCCC3)nc3n[nH]c(C)c3c2=N)c1	3	-4	4	20	.	-2.0	-3	-9	38	-57	7
O=c1ccc(/C=C/c2ccccc2)nn1Cc1ccccc1	-18	-3	4	-3	.	-0.9	-3	-3	-3	18	-14
COc1ccc(-n2cnc3sc(-c4ccccc4)cc3c2=O)cc1	-4	-187	-1	-243	.	-0.1	-3	-8	-138	-102	-36
CCC1=NN(C(=O)CCc2ccccc2O)C(O)(C(F)(F)F)C1 (configuration not stated)	-2	-5	4	12	-5	-2.2	4	11	-14	-16	0
CCCCC(=O)N(C)c1c(CC)nc2c(OCc3ccccc3C)cccn12	-1	9	.	17	-6	6.8	-5	4	.	-10	4
CS(=O)(=O)/C(C#N)=C/c1cccn1S(=O)(=O)c1ccc([N+](=O)[O-])cc1	4	-32	.	-17	-6	1.6	-6	6	.	5	-18
Cc1cc(C)c2c(N)c(C(=O)NC3CC3)sc2n1	9	-36	3	-34	-5	-0.2	2	15	-6	-51	-13
Following part.
SMILES	Cardio protect	HIF-2a block	NR2E3 ag-1	Peg3 prom inh	CaV13 FRET inh	hiPSC survival	m5-HT2A agonist	PDI inh	MITF TRPM1 inh	NR2E3 ag-2	Shn3 inh set2
CN(C)/N=C/c1ccc(P(c2ccc(/C=N/N(C)C)o2)c2ccc(/C=N/N(C)C)o2)o1	-8	7	3	7	1	0.1	-2	1	-9	-36	0
COc1ccccc1NC(=O)CSc1ccc2nnc(CCNC(=O)c3ccccc3)n2n1	2	14	4	4	-5	-0.1	8	-8	4	-3	5
O=C(NCC1CCOCC1)c1ccc2nc(Cc3cccc(Cl)c3)oc2c1	9	-153	2	-174	.	-0.5	-9	-2	-34	-54	-46
CC1(C)CC[C@]2(C(=O)O)CC[C@]3(C)C(=CC[C@@H]4[C@@]5(C)CC[C@H](O[C@@H]6O[C@H](C(=O)O)[C@@H](O)[C@H](O[C@@H]7OC[C@H](O)[C@H](O)[C@H]7O)[C@H]6O)C(C)(C)[C@@H]5CC[C@]43C)[C@@H]2C1	-11	55*	.	59*	0	1.7	13	88*	6	31	71
Clc1cccc(Nc2nc(N3CCOCC3)nc(N3CCOCC3)n2)c1	-4	20	6	16	-4	0.0	4	4	-62	17	17
Cc1cccc([C@H](NC(=O)OC(C)(C)C)C(=O)OC(C)(C)C)c1	3	5	3	6	-4	-3.6	-8	-2	-7	-11	5
CC1CCCC(NC(=O)CN2C(=O)c3cccnc3Oc3ccc(Cl)cc32)C1C (configuration not stated)	6	11	0	31	-6	0.2	-2	-5	-1	-43	-3
COc1cc(C(=O)NC2=NCCS2)ccc1OCc1c(C)noc1C	5	-13	-1	-3	-4	1.0	-2	4	-8	5	-9
CCN(CC(=O)Nc1c(F)cccc1F)C(=O)c1ccc(-c2ccc(C(C)=O)cc2)o1	-3	-53	1	-6	-19	-0.3	-1	7	-10	-11	-22
COC(=O)N(NC(=O)C(O)(C(C)C)C(C)C)c1ccccc1	15	21	-2	-1	-5	0.4	-1	4	-3	-11	7

Quoted from the listing:
Under Cardio protect, CC1CCCC(NC(=O)CN2C(=O)c3cccnc3Oc3ccc(Cl)cc32)C1C (configuration not stated) has the entry 6
Under m5-HT2A agonist, CCN(CC(=O)Nc1c(F)cccc1F)C(=O)c1ccc(-c2ccc(C(C)=O)cc2)o1 has the entry -1

Next structures.
SMILES	Cardio protect	HIF-2a block	NR2E3 ag-1	Peg3 prom inh	CaV13 FRET inh	hiPSC survival	m5-HT2A agonist	PDI inh	MITF TRPM1 inh	NR2E3 ag-2	Shn3 inh set2
COc1ccc(CNC(=O)C2CCCN(S(=O)(=O)c3cnc[nH]3)C2)cc1 (configuration not stated)	4	13	0	-5	29	-1.4	1	5	-4	-10	-18
COc1cc2sc3cc(NCCCN4CCOCC4)ccc3c(=O)c2cc1OC	18	-368	.	-361	-5	-2.5	1	-3	-40	-31	-116
Cc1cc(/C=N/NC(=O)c2cccc([N+](=O)[O-])c2)c(C)n1-c1ccc(Cl)cc1Cl	-6	-2	0	24	.	-0.8	-12	-5	12	5	25
CC(=O)Nc1ccc(NC(=O)CC2SC(=O)N(CC(=O)c3ccccc3)C2=O)cc1 (configuration not stated)	1	2	0	-8	-9	0.3	-13	6	3	0	-1
